Source: PubChem BioAssay
RBBP9 inhibitor – blocks human serine hydrolase RBBP9; recombinant RBBP9, FP-Rh probe fluorescence polarization; inhibition, % at 7.94 µM; 220,000 tested, 0.2% active; AID 1515;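 active = inhibition above the campaign mean of all tested compounds plus 3 SD, cut at about 14% in these data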;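 note: plate controls were DMSO wells with RBBP9 for no effect and wells lacking RBBP9 protein for full effect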
Target sequence (O75884 whole entry, looked up): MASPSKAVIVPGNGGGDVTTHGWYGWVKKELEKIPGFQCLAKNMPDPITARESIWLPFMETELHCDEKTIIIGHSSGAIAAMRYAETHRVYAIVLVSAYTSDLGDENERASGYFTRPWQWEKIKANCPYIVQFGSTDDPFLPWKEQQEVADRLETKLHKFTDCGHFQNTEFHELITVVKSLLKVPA
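Measured by: FP readout at 525/598 nm; material: recombinant human RBBP9; also added: Serine-hydrolase probe FP-Rh, 375 nM pre-mixing; medium: Tris buffer pH 8.0, NaCl, Pluronic; replication: one well per compound; doses: one concentration, 7.94 µM nominal, 0.794% DMSO; timing: preincubation 30 min plus labeling 45 min at 25 °C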
TRPML3 ag – activates the human TRPML3 channel; Q8TDD5; HEK293 TRPML3-YFP, Fluo-8 calcium fluorescence; 100% = the carbachol control signal; activation, % at 3 µM; 220,000 tested, 0.29% active; AID 1448;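 active = activation above its plate's cutoff, the mean activation of the plate's test wells plus 3 SD, cut at about 12% in these data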;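 note: 0% = DMSO only wells and 100% = carbachol wells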
Target sequence (Q8TDD5 whole entry, looked up): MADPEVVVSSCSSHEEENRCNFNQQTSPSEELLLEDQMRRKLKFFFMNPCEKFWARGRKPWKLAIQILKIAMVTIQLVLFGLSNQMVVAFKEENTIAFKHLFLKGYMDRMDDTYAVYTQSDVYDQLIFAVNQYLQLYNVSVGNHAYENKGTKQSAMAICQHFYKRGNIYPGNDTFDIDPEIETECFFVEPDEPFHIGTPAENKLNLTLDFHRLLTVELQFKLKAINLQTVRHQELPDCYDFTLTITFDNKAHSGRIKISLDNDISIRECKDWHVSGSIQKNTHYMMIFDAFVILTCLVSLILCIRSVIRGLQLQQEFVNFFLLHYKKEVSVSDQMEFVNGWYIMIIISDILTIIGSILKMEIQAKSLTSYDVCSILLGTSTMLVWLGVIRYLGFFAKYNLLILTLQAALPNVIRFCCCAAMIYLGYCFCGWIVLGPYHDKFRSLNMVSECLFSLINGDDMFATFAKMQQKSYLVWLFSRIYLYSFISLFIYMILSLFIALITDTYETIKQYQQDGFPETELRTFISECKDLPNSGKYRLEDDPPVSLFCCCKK
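Material: HEK293 cells stably carrying human TRPML3-YFP; compound dosing: single dose, 3 µM final nominal compound, 0.3% DMSO final; incubation: 1-h 37 °C dye load, 5-s basal, 120-s post-compound reads; technique: Fluo-8 intracellular calcium fluorescence, excitation 470-495 nm, emission 515-575 nm; read-out basis: percent activation from peak-to-basal fluorescence ratio, scaled between DMSO and carbachol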
TRPN1 ag – agonists of zebrafish TRPN1 channel | HEK293 zebrafish TRPN1-YFP, Fluo-8 calcium fluorescence; 100% = response to 87 µM carbachol | 220,000 tested, 0.18% active | activation, % at 3 µM | AID 1424;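 active = activation above its plate's cutoff, the mean activation of test wells on that plate plus 3 SD, cut at about 19% in these data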;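 note: 0% = DMSO alone and 100% = 87 µM carbachol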
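Control set: carbachol 87 µM as high control, DMSO as low control; system: HEK293 stable line with zebrafish TRPN1-YFP; read-out: % activation versus carbachol response; detection: intracellular calcium fluorescence with Fluo-8; doses: single test compound dose, 3 µM nominal, 0.3% DMSO; schedule: dye 1 h 37 °C plus 30 min RT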
Wee1 stabilizer – human Wee1 degradation inhibition, primary screen; AID 1321; HeLa Luc-Wee1K328M stability, luciferase luminescence; 100% = proteasome inhibitor MG132 effect; 220,000 tested, 1.2% active; reporter increase, % at 5 µM; P30291;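 active = activation above the mean of all tested compounds plus 3 SD, set per screening run, cut at about 8.8% in these data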;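 note: cells exposed to compound for 20 h before luminescence read; 0% = DMSO alone and 100% = MG132 at 30 µM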
CHOP inhibitor – CHOP inhibition in unfolded protein response; CHO-K1 CHOP-promoter luciferase, tunicamycin-induced, 15-18 h; inhibition, % at 10 µM; 220,000 tested, 3.8% active; AID 2732;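 active = compounds that reduced the stress-induced luciferase reporter signal by more than about 70% of percent inhibition, limit read from the data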;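 note: 0% = tunicamycin plus vehicle and 100% = wells without tunicamycin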
BaF3 parental – counter-screen for JAK2V617F inhibitors: parental Ba/F3 viability inhibitors. CellTiter-Glo ATP luminescence. inhibition, % at 5.6 µM. 220,000 tested, 1.1% active;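 active = inhibition above a per-campaign cutoff, the mean inhibition of all tested compounds plus 3 SD, cut at about 27% in these data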;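 note: 0% = DMSO wells and 100% = JAK Inhibitor I control wells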
Ba/F3 V617F tox – loss of viability in JAK2V617F-driven Ba/F3 cells; Ba/F3 EpoR-JAK2V617F viability, ATP luminescence; inhibition, % at 5.6 µM; 220,000 tested, 1.1% active; AID 1446;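 active = inhibition above the campaign mean plus 3 SD over all tested compounds, cut at about 24% in these data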;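 note: cytokine-independent growth of Ba/F3 cells driven by EpoR plus mutant JAK2; 0% = DMSO-treated cells and 100% = JAK inhibitor I control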
PPC-1+TRAIL kill – kills PPC-1 cancer cells in the presence of TRAIL | PPC-1 cells + TRAIL, ATPLite viability luminescence | cell killing (% activity), % at 4 µM | 220,000 tested, 0.41% active;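 active = cell killing above 50% in the first pass at 4 µM, then a duplicate retest at 5 µM averaging 50% or more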;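 note: plate controls were cells with TRAIL plus DMSO for no effect and medium-only wells lacking cells for full effect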
TNF death inh – inhibitors of TNF-alpha induced necroptosis in Jurkat FADD-/- cells | Jurkat FADD-/- TNF necroptosis rescue, ATP luminescence, 24 h; 0 = TNF only, 100 = no-TNF cells | activation (protection from cell death), % at 10 µM | 220,000 tested, 0.068% active;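 active = activation, meaning protection from cell death, of at least 50% relative to plate controls; inactive = activation below 50%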;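 note: necroptosis triggered by 40 ng/mL TNF-alpha added together with compound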
Starred values were filed as active, the others as inactive. Outcome played no part in choosing rows. Share with any hit: about 6.8%.

Screening COC(=O)c1cc(NC(=O)CC2SCCNC2=O)cc(C(=O)OC)c1 (stereo not given) returned RBBP9 inhibitor -6, TRPML3 ag 0.7, TRPN1 ag 1.6, Wee1 stabilizer 5, CHOP inhibitor -5, BaF3 parental 8, Ba/F3 V617F tox 3, PPC-1+TRAIL kill -12 and TNF death inh -2.3.
For COc1c(C)cc(S(=O)(=O)N2CCCC2)c(C)c1C the results were RBBP9 inhibitor -2, TRPML3 ag 0.3, TRPN1 ag -0.2, Wee1 stabilizer -3, CHOP inhibitor 17, BaF3 parental 9, Ba/F3 V617F tox 1, PPC-1+TRAIL kill 18 and TNF death inh -2.1.
Screening O=C(Oc1coc(CSc2ncccn2)cc1=O)c1ccc(Br)o1 returned RBBP9 inhibitor 0, TRPML3 ag 0.1, TRPN1 ag -0.1, Wee1 stabilizer -3, CHOP inhibitor 27, BaF3 parental 4, Ba/F3 V617F tox -2, PPC-1+TRAIL kill 16 and TNF death inh -0.2.
Screening CCN(CC)S(=O)(=O)c1cccc(NC(=O)c2ccc(-n3nc(C)cc3C)cc2)c1 returned RBBP9 inhibitor -10, TRPML3 ag 3.0, TRPN1 ag 6.2, Wee1 stabilizer -3, CHOP inhibitor 19, BaF3 parental 1, Ba/F3 V617F tox 1, PPC-1+TRAIL kill 17 and TNF death inh -7.1.
For CCn1nnc(NC(=O)COc2ccc([N+](=O)[O-])cc2)n1 the results were RBBP9 inhibitor -2, TRPML3 ag 1.3, TRPN1 ag 1.1, Wee1 stabilizer 2, CHOP inhibitor 10, BaF3 parental 0, Ba/F3 V617F tox -4, PPC-1+TRAIL kill -2 and TNF death inh 3.0.
For O=C(NCCCn1ccnc1)/C(=C/c1ccccc1)NC(=O)c1ccccc1 the results were RBBP9 inhibitor -4, TRPML3 ag 0.6, TRPN1 ag 0.9, Wee1 stabilizer 1, CHOP inhibitor 8, BaF3 parental 7, Ba/F3 V617F tox 4, PPC-1+TRAIL kill 22 and TNF death inh 0.2.
Screening Cc1cccnc1CN1CCN(C(=O)c2cc(COc3ccc4ncccc4c3)on2)CC1 returned RBBP9 inhibitor 2, TRPML3 ag 5.7, TRPN1 ag 11, Wee1 stabilizer -2, CHOP inhibitor 60, BaF3 parental 10, Ba/F3 V617F tox 8, PPC-1+TRAIL kill 3 and TNF death inh -5.0.
CN1CCC(OC(=O)c2cccc(Br)c2)CC1 was read as RBBP9 inhibitor 0, TRPML3 ag 1.2, TRPN1 ag -1.0, Wee1 stabilizer -1, CHOP inhibitor -2, BaF3 parental 5, Ba/F3 V617F tox -2, PPC-1+TRAIL kill 1 and TNF death inh 1.3.
`CCOc1c(CNc2nnnn2C)cccc1OC` gave RBBP9 inhibitor 0, TRPML3 ag 1.1, TRPN1 ag -0.6, Wee1 stabilizer -1, CHOP inhibitor 19, BaF3 parental 1, Ba/F3 V617F tox -4, PPC-1+TRAIL kill 0 and TNF death inh 4.2.
Screening O=C(N/N=C/c1c(O)n(-c2ccccc2Cl)c(=O)c2ccccc12)C1COc2ccccc2O1 (stereo not given) returned RBBP9 inhibitor -9, TRPML3 ag 0.1, TRPN1 ag -1.4, Wee1 stabilizer -3, CHOP inhibitor 37, BaF3 parental 6, Ba/F3 V617F tox -1, PPC-1+TRAIL kill 12 and TNF death inh 0.6.
For COc1ccc(N2CCN(C(=O)Cc3ccc(-n4c(=O)[nH]c5ccccc5c4=O)cc3)CC2)cc1 the results were RBBP9 inhibitor -5, TRPML3 ag 0.9, TRPN1 ag 0.9, Wee1 stabilizer -2, CHOP inhibitor 0, BaF3 parental 3, Ba/F3 V617F tox -1, PPC-1+TRAIL kill 12 and TNF death inh -1.3.
Screening CCCCC(CC)CNC(=O)C(=O)C1C(=O)Nc2ccccc21 (stereo not given) returned RBBP9 inhibitor -1, TRPML3 ag 0.6, TRPN1 ag -0.2, Wee1 stabilizer -2, CHOP inhibitor 87*, BaF3 parental 1, Ba/F3 V617F tox 4, PPC-1+TRAIL kill 2 and TNF death inh -0.1.
O=C(c1cnccn1)N(Cc1ccco1)C1(C(=O)NC2CCCC2)CCCCC1 was read as RBBP9 inhibitor -14, TRPML3 ag 0.2, TRPN1 ag -0.5, Wee1 stabilizer 1, CHOP inhibitor 33, BaF3 parental 8, Ba/F3 V617F tox 1, PPC-1+TRAIL kill 8 and TNF death inh -0.9.
Screening O=C(COC(=O)/C=C/c1ccccc1)NCc1ccccc1Cl returned RBBP9 inhibitor -11, TRPML3 ag -0.7, TRPN1 ag -1.1, Wee1 stabilizer -3, CHOP inhibitor 0, BaF3 parental 1, Ba/F3 V617F tox -1, PPC-1+TRAIL kill 22 and TNF death inh 0.2.
`COc1ccc2oc(=O)c(C(=O)NCc3ccc4c(c3)OCO4)cc2c1` gave RBBP9 inhibitor -7, TRPML3 ag 0.9, TRPN1 ag 0.1, Wee1 stabilizer 4, CHOP inhibitor 6, BaF3 parental 2, Ba/F3 V617F tox 0, PPC-1+TRAIL kill 8 and TNF death inh 0.1.
Cn1c(NCc2ccco2)nc2c1c(=O)n(Cc1ccc(Cl)cc1)c(=O)n2C was read as RBBP9 inhibitor -6, TRPML3 ag 0.0, TRPN1 ag -0.8, Wee1 stabilizer -1, CHOP inhibitor 79*, BaF3 parental -2, Ba/F3 V617F tox -2, PPC-1+TRAIL kill -24 and TNF death inh -0.4.
Screening COc1nc(-c2ccccc2)ccc1-c1noc(-c2cccnc2)n1 returned RBBP9 inhibitor -10, TRPML3 ag 0.5, TRPN1 ag 1.0, Wee1 stabilizer 1, CHOP inhibitor 14, BaF3 parental 1, Ba/F3 V617F tox -2, PPC-1+TRAIL kill 10 and TNF death inh 0.1.
`Cc1c(Cl)c(C(F)(F)F)nn1CC(=O)NCc1ccccc1` gave RBBP9 inhibitor -7, TRPML3 ag -1.4, TRPN1 ag -1.9, Wee1 stabilizer -2, CHOP inhibitor -11, BaF3 parental 4, Ba/F3 V617F tox 0, PPC-1+TRAIL kill 9 and TNF death inh -0.5.
For CCOC(=O)c1ccc(-n2c(CCC(=O)O)ccc2-c2cccs2)cc1 the results were RBBP9 inhibitor -5, TRPML3 ag 1.0, TRPN1 ag 1.1, Wee1 stabilizer 1, CHOP inhibitor 14, BaF3 parental 7, Ba/F3 V617F tox 1, PPC-1+TRAIL kill 10 and TNF death inh 0.6.
Cc1cccc(NC(=S)NCC(c2cccnc2)N(C)C)c1 (stereo not given) was read as RBBP9 inhibitor 0, TRPML3 ag 0.8, TRPN1 ag 1.9, Wee1 stabilizer 1, CHOP inhibitor 1, BaF3 parental 8, Ba/F3 V617F tox -1, PPC-1+TRAIL kill -10 and TNF death inh -2.6.
Cc1nc(S/C(=C/c2ccc(-c3ccc(C(=O)O)cc3)o2)C(=O)O)n[nH]1 was read as RBBP9 inhibitor -8, TRPML3 ag 0.7, TRPN1 ag 1.4, Wee1 stabilizer -3, CHOP inhibitor -2, BaF3 parental 0, Ba/F3 V617F tox -1, PPC-1+TRAIL kill 5 and TNF death inh -1.0.
Screening COc1ccc(Cn2c(-c3ccc(C)cc3)nc3c(c(=O)c4ccccc4n3C)c2=O)cc1 returned RBBP9 inhibitor -13, TRPML3 ag 0.7, TRPN1 ag 0.7, Wee1 stabilizer -1, CHOP inhibitor 48, BaF3 parental 8, Ba/F3 V617F tox 1, PPC-1+TRAIL kill 18 and TNF death inh 1.1.
Screening O=C(OCC#CCSc1nnc(-c2ccccc2)o1)c1cc2ccccc2o1 returned RBBP9 inhibitor 11, TRPML3 ag 0.5, TRPN1 ag -0.4, Wee1 stabilizer -3, CHOP inhibitor 19, BaF3 parental 0, Ba/F3 V617F tox -7, PPC-1+TRAIL kill 3 and TNF death inh -0.8.
For COc1ccc(C)cc1S(=O)(=O)N1CCN(c2cccc(C(F)(F)F)c2)CC1 the results were RBBP9 inhibitor -3, TRPML3 ag 0.4, TRPN1 ag 0.2, Wee1 stabilizer 4, CHOP inhibitor 32, BaF3 parental 3, Ba/F3 V617F tox -1, PPC-1+TRAIL kill 3 and TNF death inh 0.0.
Cc1ccc(C2OC3=C(C(=O)CC(C)(C)C3)C(N)=C2C#N)o1 (stereo not given) was read as RBBP9 inhibitor -5, TRPML3 ag -0.3, TRPN1 ag 1.5, Wee1 stabilizer 15*, CHOP inhibitor -3, BaF3 parental 3, Ba/F3 V617F tox 5, PPC-1+TRAIL kill -3 and TNF death inh -2.6.
For CCOc1ccc(NS(=O)(=O)c2ccc(OCC(=O)N3CCCC3)cc2)cc1 the results were RBBP9 inhibitor -7, TRPML3 ag 0.3, TRPN1 ag -1.1, Wee1 stabilizer 1, CHOP inhibitor 14, BaF3 parental 2, Ba/F3 V617F tox -3, PPC-1+TRAIL kill 3 and TNF death inh -1.8.
For O=C(NC1=NCCS1)c1ccccc1OCc1ccc(F)cc1 the results were RBBP9 inhibitor -11, TRPML3 ag -0.9, TRPN1 ag -0.9, Wee1 stabilizer 5, CHOP inhibitor 14, BaF3 parental 6, Ba/F3 V617F tox 2, PPC-1+TRAIL kill 5 and TNF death inh -0.4.
Screening CCOc1ccc(N(C(C)=O)C2C=CS(=O)(=O)C2)cc1 (stereo not given) returned RBBP9 inhibitor 4, TRPML3 ag 0.4, TRPN1 ag -0.2, Wee1 stabilizer 0, CHOP inhibitor -4, BaF3 parental -3, Ba/F3 V617F tox -4, PPC-1+TRAIL kill -14 and TNF death inh 2.3.
`CCOC(=O)C1=NN(c2ccccc2)C(c2ccccc2)CC1=O` (stereo not given) gave RBBP9 inhibitor -2, TRPML3 ag -0.9, TRPN1 ag -0.5, Wee1 stabilizer 0, CHOP inhibitor 16, BaF3 parental 4, Ba/F3 V617F tox -2, PPC-1+TRAIL kill 4 and TNF death inh -1.3.
Screening N#Cc1nc(-c2ccc(F)cc2)oc1N1CCCC1 returned RBBP9 inhibitor 1, TRPML3 ag 0.5, TRPN1 ag 0.1, Wee1 stabilizer -1, CHOP inhibitor 8, BaF3 parental 0, Ba/F3 V617F tox -2, PPC-1+TRAIL kill -10 and TNF death inh -0.2.
